Avidin fluor: green autofluorescence of compounds with avidin beads – biophysical, 488/530 nm, flow cytometry, artefact control, profiling panel; compound fluorescence 488/530 nm; active compounds read high; AID 1775, 2009; fluorescence (KMESF) at 10 µM; actives 0.38% (n = 220,000); in the data active means fluorescence above about 47; further: inactives centre near 10
Rac1 wt modul: wildtype Rac1 GTP binding modulators, primary screen, biochemical, GST-Rac1 beads, flow cytometry, multiplex; Ras-related C3 botulinum toxin substrate 1 (Homo sapiens), P63000; fluorescent GTP binding; actives lie on both sides; 0 = cold GTP competed, 100 = untreated; GTP binding activity (% of control), % at 10 µM; actives 0.27% (n = 190,000);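 active means GTP binding activity at least 20 points away from the 100% control level, either lower or higher; inconclusive means compound flagged as likely green fluorescent, judged across all proteins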
Rab7 wt GTP bind: modulators of GTP binding to Rab7, primary screen, biochemical, wildtype, multiplex bead flow cytometry. actives 0.055% (n = 190,000). GTP binding activity (percent of control), % at 10 µM. GST-Rab7 beads, fluorescent GTP binding; actives lie on both sides; untreated = 100%, excess cold GTP = 0%. AID 758, 2007. Rab7 GTPase wild type (dog), Bodipy-FL-GTP binding;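 active means fluorescent GTP binding to Rab7 beads changed by at least 20 points from the 100% baseline, either direction, mostly lower; inconclusive means compound itself probably fluorescent, or too few beads counted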;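 further: median green fluorescence of bound Bodipy-FL-GTP per Rab7 bead population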
Mcl1-Bid inh: Mcl-1/Bid binding inhibitors, primary screen, biochemical, TR-FRET, 1536-well; inhibition, % at 21.7 µM; actives 0.97% (n = 220,000); Induced myeloid leukemia cell differentiation protein Mcl-1 (Homo sapiens), Q07820; AID 1021, 2008; TR-FRET Mcl-1/Bid-Dy647 peptide binding;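 active means compounds that cut the binding signal by more than half at the single screening dose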;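 further: His-tagged Mcl-1 with europium anti-His antibody binding Bid BH3 peptide; 0% = Mcl-1 plus peptide wells and 100% = peptide-only wells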
Target sequence (Q07820 whole entry, looked up): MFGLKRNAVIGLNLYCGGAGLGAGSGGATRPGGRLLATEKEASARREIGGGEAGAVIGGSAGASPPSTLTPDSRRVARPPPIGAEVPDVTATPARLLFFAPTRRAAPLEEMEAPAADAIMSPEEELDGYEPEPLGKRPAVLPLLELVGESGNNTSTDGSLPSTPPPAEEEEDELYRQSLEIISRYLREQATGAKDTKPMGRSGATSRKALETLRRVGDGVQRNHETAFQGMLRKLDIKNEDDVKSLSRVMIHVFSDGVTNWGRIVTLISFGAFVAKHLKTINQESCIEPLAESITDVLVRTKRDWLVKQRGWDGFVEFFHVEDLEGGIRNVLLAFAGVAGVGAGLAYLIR
HRas wt GTP: modulators of GTP binding to HRas wildtype, primary screen, biochemical, bead-based flow cytometry, multiplex. GTPase HRas (Homo sapiens), P01112. GST-Ras wt beads, Bodipy-FL-GTP binding; actives lie on both sides. GTP binding activity, % at 10 µM. actives 0.14% (n = 190,000);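 active means GTP binding activity at least 20% away from the 100% baseline, either lowered as inhibitor or raised as activator; inconclusive means flagged as likely green fluorescent, judged across all proteins in the well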;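 further: 0% = unlabeled GTP competition control and 100% = no-compound control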
Target sequence (P01112 whole entry, looked up): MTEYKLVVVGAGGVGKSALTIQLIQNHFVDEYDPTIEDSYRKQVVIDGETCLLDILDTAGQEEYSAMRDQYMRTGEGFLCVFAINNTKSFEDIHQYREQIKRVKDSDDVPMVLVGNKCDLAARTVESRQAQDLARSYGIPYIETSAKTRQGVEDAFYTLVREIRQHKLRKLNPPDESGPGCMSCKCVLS
Mcl1 Noxa PPI: Mcl-1/Noxa binding inhibitors, primary screen, biochemical, TR-FRET, 1536-well; actives 1.5% (n = 220,000); AID 1022, 2008; inhibition, % at 21.7 µM; TR-FRET Mcl-1/Noxa peptide binding, 2 h;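 active means compounds that cut the protein-peptide binding signal by more than 50% relative to plate controls in a single-dose test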;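 further: His-tagged Mcl-1 with rhodamine Noxa BH3 peptide and terbium anti-His antibody; 0% = Mcl-1 plus Noxa peptide wells and 100% = peptide-only wells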
Rab2 wt GTP: modulators of GTP binding to Rab2A wildtype, primary screen, biochemical, dog, bead-based flow cytometry, multiplex | GST-Rab2 wt beads, Bodipy-GTP binding | actives 0.19% (n = 190,000) | Ras-related protein Rab-2A (Canis lupus familiaris), P61105 | GTP binding activity, % at 10 µM;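 active means GTP binding activity at least 20 points away from 100%, either lowered or raised; inconclusive means signal likely due to the compound's own green fluorescence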;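 further: 0% = beads with excess unlabeled GTP and 100% = no-compound control corrected for plate trend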
Cdc42 wt GTP: modulators of GTP binding to wildtype Cdc42, primary screen, biochemical, multiplex bead flow cytometry, Bodipy-GTP | Cell division control protein 42 homolog (Homo sapiens), P60953 | GST-Cdc42 beads; actives lie on both sides | percent activity (GTP binding), % at 10 µM | actives 0.2% (n = 190,000) | AID 761, 2007;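 active means percent activity GTP binding at least 20 points away from the 100% baseline, either down as inhibitor or up as activator; inconclusive means compound flagged as likely green fluorescent from well-wide comparison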;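 further: median bead fluorescence of bound Bodipy-FL-GTP at 100 nM; 0% = excess unlabeled GTP control and 100% = no compound control; below 100% means less GTP binding so inhibitor and above means activator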
Target sequence (P60953 whole entry, looked up): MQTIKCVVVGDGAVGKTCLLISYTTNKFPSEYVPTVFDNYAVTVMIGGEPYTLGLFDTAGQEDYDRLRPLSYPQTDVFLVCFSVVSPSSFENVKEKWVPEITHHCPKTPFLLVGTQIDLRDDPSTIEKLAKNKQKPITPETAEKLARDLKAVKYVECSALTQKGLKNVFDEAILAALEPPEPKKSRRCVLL
Mcl-1 Bim block: inhibitors of Bim peptide binding to Mcl-1, primary screen, biochemical, bead-based flow cytometry, multiplex; Bim peptide-Mcl-1 binding; inhibition, % at 10 µM; actives 0.1% (n = 190,000); AID 1009, 2008; in the data active means inhibition above about 40%;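 further: 0% = no compound tracer wells and 100% = peptide blocker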
Pf gamet viab: late stage P. falciparum gametocyte viability inhibitors, primary screen, ATP luminescence, HTS; inhibition, % at 10.9 µM; actives 0.065% (n = 150,000); P. falciparum stage V gametocytes, 24 h;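 active means inhibition above the mean plus 3 SD of compounds within the control limits, set per campaign, cut at about 38% in these data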;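 further: 0% = DMSO wells and 100% = medium only without gametocytes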
Rac1 act GTP bind: GTP binding modulators of activated mutant Rac1, primary screen, biochemical, bead-based flow cytometry, multiplex, fluorescent GTP | actives 0.11% (n = 190,000) | Ras-related C3 botulinum toxin substrate 1 (Homo sapiens), P63000 | AID 764, 2007 | GST-Rac1 activated beads; actives lie on both sides; 100% means binding = to untreated wells | percent activity (GTP binding), % at 10 µM;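 active means GTP binding at least 20 percentage points away from the 100% baseline, in either direction, so actives lie on both sides; inconclusive means Compound likely fluorescent itself, or too few beads counted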
* hit, by the source's call; ? = inconclusive; . = not tested or not shown.

SMILES	Avidin fluor	Rac1 wt modul	Rab7 wt GTP bind	Mcl1-Bid inh	HRas wt GTP	Mcl1 Noxa PPI	Rab2 wt GTP	Cdc42 wt GTP	Mcl-1 Bim block	Pf gamet viab	Rac1 act GTP bind
Cc1noc(/C=C/N(C)C)c1S(=O)(=O)N1CCCC(C(=O)NC2CCCCC2C)C1 (configuration not stated)	6	106	100	-21	102	-10	102	103	1	.	100
Cc1nc2ccccc2c(=O)n1/N=C1\C(=O)N(C)c2ccccc21	10	95	103	-16	96	14	100	95	-4	.	95
CCOC(=O)c1[nH]c2ccc(OCC)cc2c1NC(=O)CN1CCN(c2ccccc2)CC1	14	88	98	-16	93	-7	95	93	0	9	96
COc1ccc(NC(=O)C2CCCO2)cc1Cl (configuration not stated)	11	100	101	0	104	-12	104	104	-2	.	101
O=C(CCc1ccc(S(=O)(=O)NC2CCCCC2)cc1)NCc1ccccn1	9	99	98	-26	101	-13	102	99	-2	12	100
Cc1ccccc1NC(=O)C(NS(=O)(=O)c1ccc2c(c1)c(=O)n(C)c(=O)n2C)c1ccccc1 (configuration not stated)	8	104	102	-15	103	12	101	102	0	.	99
O=C(NC(NC(=S)Nc1c(Cl)cccc1Cl)C(Cl)(Cl)Cl)OCc1ccccc1 (configuration not stated)	11	101	98	-26	100	-6	102	98	-6	10	99
CCc1ccc(NC(=O)Cn2nc(C(F)(F)F)c3c2CCC3)cc1	12	101	102	54*	101	11	99	101	-3	1	98
CCn1c(C)nc2cc(C(=O)N=Nc3c(O)[nH]c4c(C)cc(C)cc34)ccc21	14	101	100	7	98	30	99	100	-6	5	100
CCOC(=O)c1c(C)c(C(=O)NCc2ccco2)c(C)n1C	5	100	107	-46	103	2	101	98	-6	.	98
Cc1ccc(NC(=O)/C=C/C(=O)O)c([N+](=O)[O-])c1	13	99	104	8	100	15	99	96	-3	.	96
Brc1cnc(N2CCCC2)nc1N1CCOCC1	5	101	97	0	100	6	101	100	0	.	98
CC1(C)OC(=O)C(=CNCCc2ccc(O)cc2)C(=O)O1	12	96	96	-2	93	8	98	97	0	-9	96
CCCCN(CC)S(=O)(=O)c1ccc(C(=O)N=c2sc3cc(NC(C)=O)ccc3n2C)cc1	19	104	101	-3	101	0	101	103	-5	-12	103
COc1cc(/C=C/c2ccc3cccc(OC)c3n2)c(O)c([N+](=O)[O-])c1	10	86	93	14	89	40	89	87	-1	9	85
O=C1N(c2ccc(Cl)c(Cl)c2)CN(Cc2ccccc2)CN1n1cnnc1	35	110	101	-7	102	10	102	103	-1	-9	101
Cc1ccc(C2CC(=O)Nc3sc(C(N)=O)c(N)c32)cc1 (configuration not stated)	13	93	94	-31	98	4	95	97	-5	-26	94
COc1cccc(N2CCN(C3CC(=O)N(c4ccc(C)c(Cl)c4)C3=O)CC2)c1 (configuration not stated)	20	103	98	2	101	17	100	105	-1	.	99
Cc1ccc(N(C(=O)Cn2nnc3ccccc32)C(C(=O)NCc2ccccc2)c2ccccn2)cc1 (configuration not stated)	15	100	96	-8	99	5	98	104	-1	5	98
CC(NC(=O)CC(c1ccccc1)c1cc(Cl)ccc1O)c1ccccc1 (configuration not stated)	7	104	94	-6	100	-2	100	100	0	11	100
CN(C(=O)CCn1c(=S)oc2ccccc21)c1ccc(F)cc1	28	95	101	-3	98	-2	97	93	3	-15	94
O=C(Cc1cccs1)N/N=C/C=C/c1ccccc1	16	104	101	-4	102	-12	103	102	0	16	98
O=C(OC(C(=O)NCc1cccs1)c1ccccc1Cl)c1ccco1 (configuration not stated)	47	104	94	-10	97	11	98	101	-6	-13	97
Cc1cc(NC(=O)CCN2CCC(C(N)=O)CC2)ccc1Br	37	102	100	2	101	16	102	103	1	.	99
CCCn1c(C(=O)OC)cc2c1ccn2-c1ccc(F)cc1	11	101	99	-39	101	2	100	102	0	.	99
COc1ccc(N2CCN(S(=O)(=O)c3cccc4nsnc34)CC2)cc1	5	103	101	-14	103	-3	102	102	0	.	101
CCOC(=O)C(=O)Nc1nnc(C2CCCCC2)s1	8	104	99	4	100	11	98	101	-3	.	98
COc1ccc(C(=O)CSc2nnc(-c3cnccn3)n2Cc2ccco2)cc1	6	97	94	-19	97	11	97	98	0	1	95
O=C(/C=C/c1ccc(Br)o1)NCc1ccccc1	8	108	101	16	102	72*	103	99	-1	0	97
N#CC1=C(N)SC(N)=C(C#N)C1C1C=CCCC1 (configuration not stated)	6	104	95	-18	101	3	101	99	-8	.	101
CCCc1cc(-n2ccnc2)n2c(nc3ccccc32)c1C#N	84*	?	?	-15	?	26	?	?	.	-16	?
O=C(NCCc1c[nH]c2ccccc12)C1CCN(S(=O)(=O)c2ccccc2F)CC1	9	101	97	-17	97	0	97	96	-2	-21	97
COc1ccc(NS(=O)(=O)c2ccc(NC(=S)NC(=O)CC(C)C)cc2)cc1	35	98	93	-5	100	5	97	100	-1	0	98
Cc1sc(NC(=O)c2ccc(OCC(C)C)cc2)c(C(N)=O)c1-c1ccc(Cl)cc1Cl	16	116	105	-22	105	-9	103	111	0	-30	105
O=C(O)CCC(NC(=O)C1CCCN1C(=O)OCc1ccccc1)C(=O)O (configuration not stated)	5	96	100	18	96	19	96	91	8	1	93
CCOc1ccc(C(=O)NCC(=O)OCc2c(C)noc2C)cc1	5	104	102	-10	103	-12	100	100	0	-16	101
COC(=O)c1cc(-c2ccccc2)on1	18	106	102	-19	103	-9	103	105	-4	.	100
CCCCOC(=O)CN1C(=O)c2ccc(C(=O)OCCCC)cc2C1=O	16	100	99	-29	102	-3	101	103	0	.	100
O=C1c2ccccc2CCC12N=NCC2c1ccccc1 (configuration not stated)	34	96	91	-39	99	5	93	98	-2	1	96
CCOC(=O)Cn1nc(C)n(-c2ccc(C(C)C)cc2)c1=O	7	95	97	-7	98	-17	99	101	-2	-10	97

Quoted at random: four entries already listed, in no set order.
SMILES	Avidin fluor	Rac1 wt modul	Rab7 wt GTP bind	Mcl1-Bid inh	HRas wt GTP	Mcl1 Noxa PPI	Rab2 wt GTP	Cdc42 wt GTP	Mcl-1 Bim block	Pf gamet viab	Rac1 act GTP bind
Cc1cc(NC(=O)CCN2CCC(C(N)=O)CC2)ccc1Br	37	102	100	2	101	16	102	103	1	.	99
O=C(/C=C/c1ccc(Br)o1)NCc1ccccc1	8	108	101	16	102	72*	103	99	-1	0	97
COc1ccc(NS(=O)(=O)c2ccc(NC(=S)NC(=O)CC(C)C)cc2)cc1	35	98	93	-5	100	5	97	100	-1	0	98
O=C1c2ccccc2CCC12N=NCC2c1ccccc1 (configuration not stated)	34	96	91	-39	99	5	93	98	-2	1	96

Additional records
SMILES	Avidin fluor	Rac1 wt modul	Rab7 wt GTP bind	Mcl1-Bid inh	HRas wt GTP	Mcl1 Noxa PPI	Rab2 wt GTP	Cdc42 wt GTP	Mcl-1 Bim block	Pf gamet viab	Rac1 act GTP bind
O=c1cc(CN2CCC(Cc3ccccc3)CC2)nc2sccn12	8	102	110	-22	102	6	104	102	2	3	96
COc1ccc2[nH]cc(CC(=O)O)c2c1	6	101	96	-13	97	2	101	101	0	.	99
COc1ccc2[nH]c(=O)c(CN(CC3CCCO3)C(=O)Nc3ccccc3OC)cc2c1 (configuration not stated)	36	94	93	8	95	2	93	97	-4	.	96
CCN1c2ccccc2NC2C1C(C(C)=O)C(=O)N2c1ccc(Cl)cc1 (configuration not stated)	20	95	96	-69	96	5	96	95	-2	.	97
Cc1cc(C)c2cc(C#N)c(NCCCNC(=O)CCC(=O)O)nc2c1	13	99	98	28	98	-1	98	98	-2	3	97
COc1ccccc1CNC(=O)COC(=O)c1ccc(Cl)c(N)c1	13	101	108	-18	102	13	102	99	0	2	98
O=C(COc1ccccc1)Nc1ccc2c(c1)C(=O)N(CC1CCCO1)C2=O (configuration not stated)	10	94	97	-8	93	8	93	95	-1	14	91
O=C(C1Cc2ccccc2CN1S(=O)(=O)c1ccc(F)cc1)N1CCOCC1 (configuration not stated)	12	108	103	-17	101	-4	101	103	-6	.	99
Cc1cc2nc(-c3ccc(SCc4ccc(C#N)cc4)nc3)[nH]c2cc1C	7	99	96	-27	96	-11	97	96	.	-9	96
Cc1[nH]c2ccccc2c1C(=O)CN1C(=O)C(=O)N(C2CCCC2)C1=O	11	97	105	-39	97	4	97	95	0	-9	91
Cc1ccc2cc(CN(CC3CCCO3)C(=S)NCc3ccco3)c(=O)[nH]c2c1C (configuration not stated)	12	111	101	-50	104	16	101	100	-1	4	101
CC(C)CN1C(=O)C(=O)N(CC(=O)N2CCC(Cc3ccccc3)CC2)C1=O	24	95	94	-11	91	-12	92	93	-1	7	94
O=c1cnnc(Nc2cccc(F)c2)[nH]1	14	?	?	4	?	2	?	?	-3	-5	?

For convenience, some entries already given.
SMILES	Avidin fluor	Rac1 wt modul	Rab7 wt GTP bind	Mcl1-Bid inh	HRas wt GTP	Mcl1 Noxa PPI	Rab2 wt GTP	Cdc42 wt GTP	Mcl-1 Bim block	Pf gamet viab	Rac1 act GTP bind
Cc1noc(/C=C/N(C)C)c1S(=O)(=O)N1CCCC(C(=O)NC2CCCCC2C)C1 (configuration not stated)	6	106	100	-21	102	-10	102	103	1	.	100
Cc1nc2ccccc2c(=O)n1/N=C1\C(=O)N(C)c2ccccc21	10	95	103	-16	96	14	100	95	-4	.	95
CCOC(=O)c1[nH]c2ccc(OCC)cc2c1NC(=O)CN1CCN(c2ccccc2)CC1	14	88	98	-16	93	-7	95	93	0	9	96

Bioassay records from PubChem BioAssay.
